Screening results deposited in PubChem BioAssay by National Center for Advancing Translational Sciences (NCATS).
BLM helicase inh – qHTS Assay for Inhibitors of Bloom's syndrome helicase (BLM) | RecQ-like DNA helicase BLM (Homo sapiens), P54132 | recombinant BLM DNA unwinding, fluorescence dequenching | Potency, µM (doses to about 56.1 µM), inactives show top-dose activity change, negative = inhibition, actives largely listed as inhibitors | 0.2% of 350,000 active | AID 2528, 2010;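 also: potency is read from the fitted curve at half-maximal effect; plate controls were vehicle for no effect and no enzyme for full effect; nearly all actives have a fitted effect of over 35% in size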
ALOX12 inh – Primary qHTS assay for inhibitors of human arachidonate 12S-lipoxygenase (ALOX12): Round 2 | Polyunsaturated fatty acid lipoxygenase ALOX12 (Homo sapiens), P18054 | purified 12hLO, xylenol orange hydroperoxide absorbance | Potency, µM (titrated, usually from 108 µM), for the others: top-dose activity change, negative = inhibition, usual class: inhibitors | 1.1% of 580,000 active | AID 1671190, 2021; also: potency is read from the fitted curve at half-maximal effect; % is scaled to controls: 0 for no effect and ±100 for the full control effect
Target sequence (P18054 whole entry, looked up): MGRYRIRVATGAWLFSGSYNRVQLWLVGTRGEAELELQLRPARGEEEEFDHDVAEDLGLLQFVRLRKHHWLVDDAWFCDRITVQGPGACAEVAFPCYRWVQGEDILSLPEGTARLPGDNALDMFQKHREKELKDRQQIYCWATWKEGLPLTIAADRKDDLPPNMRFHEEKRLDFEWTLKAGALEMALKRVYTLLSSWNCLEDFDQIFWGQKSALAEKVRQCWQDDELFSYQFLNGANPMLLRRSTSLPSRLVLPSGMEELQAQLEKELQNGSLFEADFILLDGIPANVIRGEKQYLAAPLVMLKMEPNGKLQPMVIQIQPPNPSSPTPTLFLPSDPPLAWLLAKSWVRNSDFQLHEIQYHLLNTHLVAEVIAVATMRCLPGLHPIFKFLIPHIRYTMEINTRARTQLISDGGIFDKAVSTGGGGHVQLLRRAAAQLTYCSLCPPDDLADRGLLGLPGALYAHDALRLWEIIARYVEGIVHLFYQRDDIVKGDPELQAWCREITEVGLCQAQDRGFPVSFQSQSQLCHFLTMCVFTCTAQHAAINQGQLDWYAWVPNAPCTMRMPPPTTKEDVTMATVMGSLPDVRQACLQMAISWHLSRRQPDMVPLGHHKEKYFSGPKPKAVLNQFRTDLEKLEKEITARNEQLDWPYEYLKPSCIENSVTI
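Purified human 12hLO (150 nM final) in 25 mM Hepes, 0.01% Triton X-100, pH 7.0 was preincubated 15 min at room temperature with compound. Then 40 uM arachidonic acid was added, 30 min. Hydroperoxide was read by Fe-XO absorbance ratio 573/405 nm.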
Pol beta inh – qHTS Assay for Inhibitors of DNA Polymerase Beta; P06746; Pol beta primer extension/strand displacement, fluorescence kinetic; Potency, µM (doses to about 114 µM), for inactives: at the highest dose activity change, negative = inhibition, hits mostly inhibitors; 1.3% of 340,000 active; AID 485314, 2010; also: potency is read from the fitted curve at half-maximal effect; % is scaled to controls: 0 for no effect and ±100 for the full control effect
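Human Pol beta at 10 nM; strand-displacement substrate 50 nM final. Compound exposure 15 min at room temperature before start, reaction 10 min at room temperature.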
Apoferritin bind – qHTS Assay for Identification of Novel General Anesthetics. 0.074% of 350,000 active. apoferritin/1-aminoanthracene competitive binding, fluorescence. Potency, µM (top dose mostly 77.5 µM), for the others: at the top dose activity change, negative = displacement, most hits filed as inhibitors. AID 485281, 2010; also: potency is read from the fitted curve at half-maximal effect; % is scaled to controls: 0 for no effect and ±100 for the full control effect; nearly all actives have a fitted effect of over 20% in size
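Probe: 1-aminoanthracene (50% saturated, PBS). Protein: horse-spleen apoferritin, 10 uM. Incubation: 10 min, room temperature. Detection: 380 nm excitation, 535 nm emission. Analysis: normalized response, four-parameter Hill.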
POLK inh – qHTS for Inhibitors of Polymerase Kappa; 0.53% of 400,000 active; Potency, µM (doses to about 107 µM), without a hit: at the top dose activity, negative = inhibition, actives largely listed as inhibitors; purified Pol kappa, fluorescent DNA synthesis assay, 10 min; also: potency is read from the fitted curve at half-maximal effect; % is scaled to controls: 0 for no effect and ±100 for the full control effect
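Readout: fluorescence, taken kinetically at 0 and 10 min. Conditions: 10 nM Pol kappa, 15 min RT compound preincubation, 50 nM substrate final. Controls: enzyme-free buffer wells.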
ERG-DNA inh – qHTS for Small Molecule Inhibitors of the ERG Ets/DNA interaction | Transcriptional regulator ERG (Homo sapiens), P11308 | fluorescence polarization, His-ERG Ets domain / labelled DNA | Potency, µM (doses to about 76.9 µM), inactives show at the highest dose FP activity, negative = inhibition, most hits filed as inhibitors | 0.028% of 370,000 active | AID 624246, 2012; active = well fitted inhibition curve with a large enough effect in the polarisation, with a control signal flat; inconclusive = small, poorly fitted or top-dose-only effect, or effect the other way, or a change in a side signal; inactive = no such curve, though single readings can be large or run the other way; the % refers to the polarisation;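 also: polarization taken with two DNA probes labelled with fluorescein and Texas red; potency is read from the fitted curve at half-maximal effect; % of control where 0% means no effect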
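His-tagged ERG Ets domain (1 uM in the protein solution; 300mM KCl, 50mM Tris-HCl, 1mM EDTA, 1mM DTT, pH 7.5) received compound, then a probe mix of 5 nM fluorescein-DNA and 100nM Texas-615-DNA. Fluorescence polarization was read for both dyes.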
APE1 inh – qHTS Assay for Inhibitors of the Human Apurinic/apyrimidinic Endonuclease 1 (APE1); recombinant APE1, TAMRA/BHQ-2 abasic DNA cleavage fluorescence; 0.35% of 350,000 active; Potency, µM (titrated, usually from 65.8 µM), without a hit: at the highest dose activity change, negative = inhibition, most hits filed as inhibitors;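 also: potency is read from the fitted curve at half-maximal effect; plate controls were vehicle for no effect and reference inhibitor for full effect; nearly all actives have a fitted effect of over 55% in size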
Target sequence (P27695 whole entry, looked up): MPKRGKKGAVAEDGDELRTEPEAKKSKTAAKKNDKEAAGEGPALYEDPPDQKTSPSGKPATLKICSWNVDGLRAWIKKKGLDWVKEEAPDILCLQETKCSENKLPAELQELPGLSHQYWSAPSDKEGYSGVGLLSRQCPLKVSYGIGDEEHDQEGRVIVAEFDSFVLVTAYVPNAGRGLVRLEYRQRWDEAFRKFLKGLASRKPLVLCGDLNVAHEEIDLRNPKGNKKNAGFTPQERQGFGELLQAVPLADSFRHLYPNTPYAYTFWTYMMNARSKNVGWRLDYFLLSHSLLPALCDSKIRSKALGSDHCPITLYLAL
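0.75 nM APE1 + cpd, 15 min RT; start w/ 50 nM TAMRA/BHQ-2 THF-abasic dsDNA; kinetic fluor 525/598 nm ×3 reads @60 s; Δ(read3−read1); normalized to DMSO and NSC13755 control wells.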
TRHR agonist – qHTS for Small Molecule Agonists and Allosteric Enhancers of Human TRH Receptor: Primary Screen for Agonists | Thyrotropin-releasing hormone receptor (Homo sapiens), P34981 | TRHR cells, calcium flux fluo-8, FDSS agonist mode | activation, % at 2 µM | 0.18% of 360,000 active | AID 493084, 2011; in the data active = activation above about 30%; also: 0% is about no effect
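In this calcium-flux screen, cells bearing human TRHR are dye-loaded with fluo-8, baselined for 10 cycles, then exposed to library compounds; positive kinetic calcium responses during the agonist phase mark hits, with TRH as control.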
POLI inh – qHTS for Inhibitors of Polymerase Iota; 1% of 390,000 active; AID 588590, 2011; Pol iota fluorescent replication assay, 10 min; Potency, µM (titrated, usually from 115 µM), inactives show at the highest dose activity, negative = inhibition, most hits filed as inhibitors; also: potency is read from the fitted curve at half-maximal effect
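Pol iota at 10 nM preincubated 15 min with compounds at room temperature; reaction started with fluorescent substrate, 50 nM final. Fluorescence read kinetically at 0 and 10 min; buffer-only wells as negative control.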
* marks the source's active call; other numbers are inactive results; i = inactive; ? = inconclusive; . = no result given; & = joins results of further samples; [ ] = remark or other dose. Unless noted, calls follow the shape of the dose curve; as a rule, active = well fitted curve in the direction sought with a large enough effect; inconclusive = small, poorly fitted or top-dose-only effect, or another doubt; inactive = no such curve, though single readings can be large; an effect the other way counts as inactive or inconclusive.

SMILES	BLM helicase inh	ALOX12 inh	Pol beta inh	Apoferritin bind	POLK inh	ERG-DNA inh	APE1 inh	TRHR agonist	POLI inh
Cc1ccc(NS(=O)(=O)N2CCOCC2)c(C)c1	-2%	0%	25%	?	13%	16%	8%	-0.6	14%
COc1ccc2[nH]cc(CCN=C(NC(=O)c3cccc(Cl)c3)Nc3nc(C)cc(C)n3)c2c1	-7%	0%	-19%	-12%	2%	-1%	.	0.4	15%
CC(C)(C)NC(=O)C(c1ccc(F)cc1)N(C(=O)CCC(=O)Nc1ccccn1)C1CCCC1 (stereo not drawn)	-2%	4%	33%	-3%	0%	12%	23%	4.1	23%
CC(Oc1cc(C(F)(F)F)cc(C(F)(F)F)c1)C(=O)NC(N)=O (stereo not drawn)	-5%	-14%	11%	-16%	-1%	5%	18%	-0.6	-17%[58.9 µM]
CCN(CC)CCN=C1CCCc2ccccc2N1	-8%	-3%	27%	-19%	-13%	3%	-5%	-0.8	-3%
CCc1ccc(-n2c(=O)c3ccc(C(=O)NCCc4ccccc4)cc3n(CC(N)=O)c2=O)cc1	-8%&-6%	?	-13%&-5%	7%&-6%	4%&-18%	1%&4%	16%	1.0&0.8	131%&2%[activator]
O=C1OC2CC3CC1CC(O)(C3)C2 (stereo not drawn)	-3%	0%	68%	-2%	-5%	5%	15%	0.5	6%
CCC(C)(C)n1nnnc1CN(Cc1ccco1)Cc1cc2cc3c(cc2[nH]c1=O)OCO3	-2%	.	22%	5%	-5%	7%	0%	3.0	4%
CCn1cc(CN2CCCC(CNS(=O)(=O)c3cccc4cccnc34)C2)cn1 (stereo not drawn)	2%	2%	46%	-4%	-2%	-9%	-6%	1.1	17%
CCOC(=O)CSc1ccc(S(=O)(=O)N2CCCCC2)cc1[N+](=O)[O-]	-14%	1%	30%	-4%	-5%	-7%	15%	-0.7	165%[activator]
COC(=O)c1ccccc1NC(=O)c1cc(-c2ccc(O)cc2)on1	-7%	-3%[57.4 µM]	19%	-7%	-17%	-1%	-2%	0.7	-8%
O=C1c2ccccc2NC(c2ccco2)N1/N=C/c1ccco1 (stereo not drawn)	-2%	-7%	-4%	-9%	2%	-27%	-6%	-0.4	?
Cc1cccc(NC(=O)COC(=O)c2cc(C)oc2C)c1	-8%	-2%	-26%	-18%	-8%	-3%	-11%	-0.7	63%[activator]
NS(=O)(=O)c1ccc(NC(=O)NC2CC(=O)N(c3ccc4c(c3)OCCO4)C2)cc1 (stereo not drawn)	.	0%	.	.	-21%	3%	3%	-0.2	?
CCCCNC(=O)C1CC(=O)N(C2CCCCC2)C1 (stereo not drawn)	1%	23%	7%	-4%	0%	.	0%	-0.1	5%
CCOc1ccc([N+](=O)[O-])cc1CNC1CCCCCCC1	5%	?	-18%	-9%	-4%	-3%	-3%	0.3	12%
O=C1/C(=C/c2ccco2)CCc2ccccc21	-4%	?	?	-13%	-6%	-3%	-5%	0.2	30%
CC(C)(C)c1ccc(CCC2OCC(C[N+]3(C)CCOCC3)O2)cc1 (stereo not drawn)	0%	?	0%	-14%	-16%	-1%	-5%	-1.4	0%
C#CCNC(=O)C1=C[C@@H](c2ccc(Br)cc2)C[C@@H](OCCCCO)O1	-4%	-3%	10%	-4%	-1%	11%	-8%	-0.3	7%
Cc1ccccc1NS(=O)(=O)c1cc(C(=O)NCCC2=CCCCC2)ccc1Cl	-10%	-9%	1%	?	-13%	5%	-3%	-1.7	8%
CC1CCN(CCOCCSc2ccc(Cl)cc2)CC1	3%	?	1%	-8%	-14%	-6%	12%	0.3	-21%
Cc1ccc(-c2nnc(SCC(=O)NC3CCCC3)n2N)cc1	.	2%	.	.	-2%	1%	6%	.	40%[activator]
CCCc1cc(=O)[nH]c(SCc2nc(-c3ccc(OCC)cc3)no2)n1	-2%	0%	30%[activator]	-2%	-7%[60.1 µM]	5%	.	0.2	-3%
C=C(C)COc1ccc(-c2nc(N)ncc2-c2ccc(OC)c(OC)c2)c(O)c1	-12%	-5%	11%	-10%	-19%	1%	-33%	-0.4	-10%
O=C(CNC(=O)c1ccccc1)N/N=C/c1cn[nH]c1-c1ccccc1	2%	12%	26%	-4%	-9%	2%	2%	-0.7	11%
Cc1cccc(OCC2Cn3c(nc4c3c(=O)[nH]c(=O)n4C)O2)c1 (stereo not drawn)	-3%	-30%	11%	-9%	-11%	-4%	18%	0.9	174%[activator]
CCOC(=O)C1CCN(C(=O)C2CCC(=O)N(CC3CCCCC3)C2)CC1 (stereo not drawn)	1%	i	10%	-3%	1%	5%	3%	0.3	40%[activator]
Cn1c(=O)oc2cc(S(=O)(=O)N3CCCC(C(=O)N4CCc5ccccc5C4)C3)ccc21 (stereo not drawn)	1%	21%	-4%	-20%	1%	-12%	-4%	1.3	1%
CCOC(=O)c1cc2c(nc1NC(=S)Nc1ccccc1)CC(C)(CC)OC2 (stereo not drawn)	2%	-21%	48%	-4%	-16%	-5%	4%	0.6	26%
COc1cccc(-n2c(SCC#N)nnc2-c2cnccn2)c1	4%	24%	4%	-7%	-12%	-3%	-2%	0.0	16%
COc1ccc2c(CCNC(=O)c3ccc([N+](=O)[O-])cc3)c[nH]c2c1	-4%	-26%	6%	-13%	-10%	4%	3%	-1.5	6%
Cc1cc(Br)cc(Cl)c1OC(=O)c1ccncc1	-4%	2%	20%	3%	-3%	1%	-12%	0.0	28%
COc1ccccc1N(CC(=O)NCCSc1ccccc1)S(C)(=O)=O	2%	3%	-18%	-2%	-3%	.	2%	-0.3	1%
CC(C)=NOC(=O)c1c(C)noc1-c1snnc1C	0%	152%[activator]	18%	-2%	2%	-11%	14%	-0.6	50%[activator]
CC1CCN(C(=O)NC(=O)c2ccc(Cl)cc2)CC1	1%	0%	34%	-7%	-19%	-6%	28%	-0.8	15%
O=C(NCCS(=O)(=O)N1CCN(c2ccccc2F)CC1)C1CC(=O)N(c2ccccc2)C1 (stereo not drawn)	-3%&1%	19%&-28%	-2%&1%	-12%&3%	-4%	3%&1%	9%	-0.2&-0.1	-5%&3%
COc1ccccc1NC(=O)N1CCOCC1	-2%	0%	26%	-7%	-5%	10%	-14%	0.0	190%[activator]
Cc1cc(C)c(NC(=O)CCCN2C(=O)COc3ccc(C)cc32)c(C)c1	0%	-10%	?	?	-7%	-2%	.	-1.2	-16%
COc1ccc(C=O)cc1Cn1cnc2c(cnn2C)c1=O	1%	8%	4%	-3%	-16%	-4%	-2%	1.1	54%[activator]
Cc1ccc(S(=O)(=O)NC(CC(=O)n2nc(C)cc2C)c2ccccc2)cc1 (stereo not drawn)	-6%	0%	0%	?	-16%	-2%	-3%	-0.8	12%
COc1ccc(N2CC(NC(=O)/C=C\c3ccc4c(c3)OCO4)CC2=O)cc1OC (stereo not drawn)	3%	-22%	12%	5%	-5%[60.1 µM]	2%	.	-0.3	28%
CCCn1nnnc1-c1ccc(Cl)cc1	0%	-7%	10%	-12%	1%	-4%	2%	-0.2	-8%
COc1cccc(C(=O)SC2=NCCS2)c1	-3%	?	26%	?	-2%[60.1 µM]	.	0%	-0.2	11%
O=C1NC(=O)C(c2ccc(F)cc2)N1 (stereo not drawn)	-2%	-1%	6%	8%	-9%	5%	10%[12.4 µM]	-0.9	37%[activator]
Cc1ccc(CNC(=O)CC2Sc3ccccc3NC2=O)cc1 (stereo not drawn)	4%	-30%	51%	-2%	-10%	-11%	16%	-2.6	38%[activator]
O=C1NC(=O)C(=O)N1	.	-16%	.	.	-5%	-8%	16%	0.0	-1%
O=C(NCCC1CCCC1)c1cccs1	-1%	-2%	-1%	?	-3%	-12%	25%	-0.1	42%[activator]
N#CCSCC(=O)Nc1ccc(Br)cc1	-1%	-15%	0%	-16%	-9%	-1%	-6%	0.6	3%
CC1CCc2cccc3c(O)cc(=O)n1c23 (stereo not drawn)	.	0%	.	.	-3%	-11%	.	.	4%
CC(=O)NNC(=S)NC(=O)c1cccc([N+](=O)[O-])c1	-2%	?	1%	-10%	-25%	-5%	4%	-0.3	-14%
CCNC(=O)C(=O)NCc1ccncc1	0%	-2%	-4%	0%	3%	-3%	11%	-0.2	-20%
Cc1ccc(NC(=O)CCc2nnc3ccc(N4CCN(C)CC4)nn23)cc1F	-4%	1%	-20%	-1%	-4%	-1%	11%	-0.1	-26%
CC(=O)/C(N=Nc1ccc(OC(F)(F)F)cc1)=C(\C)O	-1%	?	-12%	12%	-20%	7%	-5%	-0.4	-7%
CCCCNC(=O)c1ccc(CNc2c(N3CCC(C(=O)OCC)CC3)c(=O)c2=O)cc1	5%	-18%&1%	1%	1%	-5%&-19%	10%&-3%	-5%	0.3	-4%&6%

Whole records, looked up by structure.
CCNC(=O)C(=O)NCc1ccncc1 in the list: BLM helicase inh = 0%; ALOX12 inh = -2%; Pol beta inh = -4%; Apoferritin bind = 0%; POLK inh = 3%; ERG-DNA inh = -3%; APE1 inh = 11%; TRHR agonist = -0.2; POLI inh = -20%
O=C(NCCC1CCCC1)c1cccs1 in the list: BLM helicase inh = -1%; ALOX12 inh = -2%; Pol beta inh = -1%; Apoferritin bind = ?; POLK inh = -3%; ERG-DNA inh = -12%; APE1 inh = 25%; TRHR agonist = -0.1; POLI inh = 42%[activator]

These rows are one share of the data, so the mix of outcomes need not match the whole.
